Scp-1 inhibitor: Scp-1 (human) phosphatase inhibition. hit rate 0.88% among 340,000. Q9GZU7. Recombinant Scp1, phosphopeptide, malachite green phosphate absorbance. inhibition, % at 20 µM;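 active = inhibition above about 50% at 20 µM, limit read from the data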;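 note: plate controls were DMSO wells with enzyme for no effect and wells lacking enzyme for full effect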
Target sequence (Q9GZU7 76-261 limits assumed): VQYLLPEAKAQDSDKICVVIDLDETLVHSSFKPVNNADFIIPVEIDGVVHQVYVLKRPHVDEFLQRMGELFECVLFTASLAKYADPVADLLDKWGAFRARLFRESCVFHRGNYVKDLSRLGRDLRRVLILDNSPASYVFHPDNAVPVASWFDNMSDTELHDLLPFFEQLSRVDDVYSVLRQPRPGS
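Material – SCP-1 phosphatase catalytic domain, residues 76-261 · Buffer or medium – Acidic Tris acetate buffer with magnesium and detergent · Also added – Phospho 17-mer peptide substrate · Compound – single 20 µM dose, 1% DMSO · Times – 45 min room-temperature reaction, 5 min colour, 30 min stabiliser · Technique – Phosphate-binding colour reagent, absorbance read at 630 nm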
SUMO1-SIM PPI: SUMO1-SIM interaction modulation; P63165; SUMO1 binding to a labelled peptide, TR-FRET, 1 h; inhibition, % at 20 µM; hit rate 0.33% among 360,000; AID 602429; in the data active = inhibition above about 37%
Target sequence (P63165 whole entry, looked up): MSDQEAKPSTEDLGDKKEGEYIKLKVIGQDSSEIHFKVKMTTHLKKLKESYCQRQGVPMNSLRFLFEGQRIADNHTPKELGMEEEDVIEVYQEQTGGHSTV
TbMetRS inhib: Trypanosoma brucei MetRS inhibition | inhibition, % at 11.9 µM | purified T. brucei MetRS, ATP depletion, Kinase-Glo luminescence | hit rate 0.4% among 360,000;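 active = inhibition above a per-plate cutoff of the control wells' mean inhibition plus 3 SD, cut at about 5.5% in these data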;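 note: 0% = DMSO wells median and 100% = median of wells with control inhibitor compound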
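System: purified T. brucei MetRS enzyme / Detection: Kinase-Glo luciferase luminescence reporting remaining unconsumed ATP / Medium: HEPES buffer with MgCl2, KCl, DTT, spermine, BSA, pyrophosphatase / Replication: singlicate, one well per compound / Evaluation: percent inhibition relative to median high and low control wells / Schedule: 2 h aminoacylation at 25 °C after 15 min preincubation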
STEP inh: STEP (human) phosphatase inhibition. recombinant STEP, OMFP fluorogenic substrate, fluorescence. P54829. hit rate 0.25% among 360,000. inhibition, % at 20 µM;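 active = inhibition at 20 µM, scaled per plate between control wells, above about 37%, limit read from the data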;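 note: 0% = DMSO with enzyme and substrate and 100% = substrate only without enzyme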
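System: isolated STEP enzyme; schedule: 20 min enzyme reaction at room temperature, protected from light; medium: Bis-Tris buffer pH 6.0, 2.5 mM DTT, 0.005% Tween 20; signal: fluorescence, 480/540 nm; dosing: single compound dose of 20 µM, 1% DMSO final; also added: OMFP substrate, 25 µM final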
DNMT1 inh: DNMT1 (human) enzyme inhibition. hit rate 0.83% among 360,000. P26358. DNMT1 molecular beacon, Hinp1I cleavage, fluorescence. AID 588458. inhibition (reported as % activation of signal), % at 10 µM; in the data active = inhibition above about 50%
PABP1 MLLE inh: inhibitors of microRNA-mediated deadenylation, human PABP1 MLLE binding; GST-MLLE / FITC-PAM2 fluorescence polarization; inhibition, % at 20 µM; P11940; hit rate 0.36% among 360,000; in the data active = inhibition above about 35%, passing the limit was not always enough;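 note: plate controls were DMSO wells with GST-MLLE for no effect and wells lacking GST-MLLE protein for full effect; some results filed as inactive read as strong as hits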
Target sequence (P11940 whole entry, looked up): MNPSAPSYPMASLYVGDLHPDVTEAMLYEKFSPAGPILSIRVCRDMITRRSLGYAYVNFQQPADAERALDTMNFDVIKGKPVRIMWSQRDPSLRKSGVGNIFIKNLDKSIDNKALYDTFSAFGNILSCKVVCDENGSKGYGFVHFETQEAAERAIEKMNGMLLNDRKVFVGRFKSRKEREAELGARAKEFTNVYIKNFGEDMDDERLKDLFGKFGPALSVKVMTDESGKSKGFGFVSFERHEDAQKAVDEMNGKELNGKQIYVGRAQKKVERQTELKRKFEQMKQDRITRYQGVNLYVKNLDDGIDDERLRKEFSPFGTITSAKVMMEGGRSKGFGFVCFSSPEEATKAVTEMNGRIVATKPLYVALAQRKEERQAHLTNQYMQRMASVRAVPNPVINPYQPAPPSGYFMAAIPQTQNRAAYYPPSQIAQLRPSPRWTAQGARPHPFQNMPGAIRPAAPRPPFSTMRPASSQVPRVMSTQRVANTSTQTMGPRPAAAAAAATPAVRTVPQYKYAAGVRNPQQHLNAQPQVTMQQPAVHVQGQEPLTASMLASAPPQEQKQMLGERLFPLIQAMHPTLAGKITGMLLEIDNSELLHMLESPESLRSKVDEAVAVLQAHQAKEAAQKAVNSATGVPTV
NadD block: NadD (S. aureus) enzyme inhibition. purified NadD enzyme, colorimetric absorbance read-out. inhibition, % at 20 µM. hit rate 0.78% among 360,000. AID 602399; in the data active = inhibition above about 26%; note: some compounds past the cut are filed as inactive
LMPTP block: LMPTP (human) inhibition; inhibition, % at 20 µM; recombinant LMPTP-A, OMFP fluorogenic substrate, fluorescence intensity; AID 651560; P24666; hit rate 0.22% among 360,000;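 active = compounds that cut the enzyme signal by at least half of the control window in the single-dose screen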;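 note: plate controls were DMSO wells with enzyme plus substrate for no effect and substrate without enzyme for full effect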
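Test system – LMPTP-A enzyme · Amount – LMPTP-A at 0.625 nM final in the reaction · Buffer or medium – Bis-Tris pH 6.0, DTT, detergent · Reagent – OMFP 400 µM · Doses – single 20 µM dose · Schedule – reaction 50 min, room temperature, dark · Detection – fluorescence intensity of OMFP turnover product · Evaluation – percent inhibition versus substrate-only and uninhibited controls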
CSN inh: inhibitors of human CSN-mediated cullin deneddylation. inhibition, % at 12.5 µM. hit rate 0.38% among 360,000. AID 651999. Purified CSN, SCF-Nedd8-OG deneddylation, fluorescence polarization;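 active = pattern-corrected inhibition above about 35%, with an unprinted fluorescence ratio check between 0.5 and 1.5, limit read from the data, passing the limit was not always enough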;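 note: 0% = enzyme with substrate and 100% = substrate without enzyme; some results filed as inactive read as strong as hits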
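Test system: purified human Csn5 enzyme expressed in HEK293T cells. Amount: 0.24 nM enzyme. Reagent: SCFSkp2-Nedd8OG substrate at 10 nM final. Schedule: 90 min incubation of compound, enzyme and substrate at room temperature. Detection: fluorescence polarization. Read-out: % inhibition of substrate cleavage by Csn5.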
Rpn11 block: blocks the human proteasome subunit Rpn11; calls only at 20 µM; AID 588493; hit rate 0.59% among 360,000; human 26S proteasome, Ub4-pepOG fluorescence polarization; 20S core pre-blocked with epoxomicin;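 active = inhibition at 20 µM, scaled to each plate's controls, above about 33%, limit read from the data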
Numbers without * were called inactive; i = inactive; · = not tested or not shown.

Preview (2 entries):
no.	molecule	Scp-1 inhibitor	SUMO1-SIM PPI	TbMetRS inhib	STEP inh	DNMT1 inh	PABP1 MLLE inh	NadD block	LMPTP block	CSN inh	Rpn11 block
1	CCCOc1ccc(NC(=O)c2c(-c3ccccc3)noc2C)cc1	-3	1	-0.3	-2	23	2	-7	1.8	-8	i
2	CC(=O)N[C@@H](Cc1c[nH]c2ccccc12)C(=O)OCc1cc(C(F)(F)F)cc(C(F)(F)F)c1	11	0	-1.3	-1	-10	-7	-9	0.9	-2	i

All compounds of this part, from the first entry:
no.	molecule	Scp-1 inhibitor	SUMO1-SIM PPI	TbMetRS inhib	STEP inh	DNMT1 inh	PABP1 MLLE inh	NadD block	LMPTP block	CSN inh	Rpn11 block
1	CCCOc1ccc(NC(=O)c2c(-c3ccccc3)noc2C)cc1	-3	1	-0.3	-2	23	2	-7	1.8	-8	i
2	CC(=O)N[C@@H](Cc1c[nH]c2ccccc12)C(=O)OCc1cc(C(F)(F)F)cc(C(F)(F)F)c1	11	0	-1.3	-1	-10	-7	-9	0.9	-2	i
3	Cc1cc(C)n(CCN(C)Cc2cn[nH]c2-c2ccc(F)cc2F)n1	-5	-2	-0.5	-3	-2	-8	-2	-1.8	-1	i
4	Oc1ccc(C[C@H]2CNC(=S)N2CC2CCCN2C[C@H](Cc2ccc(O)cc2)N2C[C@H](Cc3ccccc3)N(CC3CCCCC3)C2=S)cc1 (stereo not given in full)	50*	3	-0.5	0	-19	4	51*	6.0	5	i
5	COc1cccc(NC(=O)Nc2ccc3c(c2)CCC3)c1	-2	13	-0.8	-1	-2	-5	-9	1.5	4	i
6	CCCCC(=O)Nc1ccc(F)c(Cl)c1	-4	0	-0.6	-2	-1	-6	-5	-1.4	6	i
7	Cn1c(=O)c(Oc2ccc(F)cc2)c(O)c2ccccc21	-5	2	0.2	-1	1	-3	-1	-2.3	2	i
8	Cc1cccc(C(=O)CC(=O)c2cc(Cl)ccc2O)c1	-19	3	0.2	2	3	-14	10	2.5	5	i
9	Cc1ccc2nc(NC(=O)C3CCN(C(=O)c4ccc(F)cc4)CC3)sc2c1	-7	0	0.5	0	-4	-6	-7	1.5	7	i
10	CN(C)S(=O)(=O)c1cccc(NC(=O)COC(=O)[C@H](Cc2ccccc2)NC(=O)c2ccco2)c1	-8	2	-0.1	2	4	-16	-9	-0.8	2	i
11	COc1ccc(CCNC(=O)C(=O)NCC2OCCN2C(=O)c2ccc(Cl)cc2)cc1 (stereo not given)	-2	-1	-0.3	-3	-2	11	-2	-0.4	0	i
12	Cc1c(Cl)cccc1NC(=O)[C@@]1(CC(=O)O)CC(/C=C/c2ccccc2)=NO1	-9	-5	0.8	-2	1	11	-1	0.0	-4	i
13	CCCCNC(=O)C(C)N(CCN(C)C)C(=O)CCCN1C(=O)NC(c2ccc([N+](=O)[O-])cc2)C(C(=O)OCc2ccccc2)=C1C (stereo not given)	1	-26	1.1	-1	-6	14	0	-1.7	-2	i
14	CC(=O)c1cc2c(cc1N/C(=N/S(=O)(=O)c1ccc(C)cc1)c1ccc(Cl)cc1)OCO2	0	-18	-0.7	-4	17	-1	2	-2.9	-7	i
15	O=C(CSc1nc2c(sc3ccccc32)c(=O)n1CCc1ccccc1)NCc1ccco1	5	0	-0.9	2	65*	-14	16	-1.0	-5	i
16	CCc1ccc(NC(=O)C2CC=CCC2C(=O)O)cc1 (stereo not given)	-6	-1	0.1	0	10	4	-1	-1.6	-8	i
17	CSc1ccc(CN2CCC2(C)C(=O)Nc2ccc3c(c2)OCO3)cc1 (stereo not given)	·	10	-0.2	3	1	14	-2	-0.6	-1	i
18	COc1ccc(C(=O)CCc2ccc(OC)c(OC)c2)cc1	-11	1	0.4	3	0	-8	-6	-0.7	6	i
19	CSc1nnc(C)c(=O)n1COC(=O)/C=C/c1ccc2c(c1)OCO2	-10	-16	-1.0	-1	10	-1	3	-1.8	1	i
20	COC(=O)c1sccc1NC(=O)CSc1ccccc1NS(=O)(=O)c1ccc(F)cc1	-19	2	-0.3	0	-4	-3	-8	3.0	-9	i
21	COc1ccc(C(=O)N2CCCC(c3ccccc3)C2)cc1 (stereo not given)	0	4	-0.2	0	4	15	-10	-0.5	-1	i
22	O=C(COC(=O)Cc1n[nH]c(=O)c2ccccc12)Nc1c(Cl)cccc1C(F)(F)F	7	-2	-0.6	0	1	-4	-2	-1.6	-1	i
23	CSc1ccc(CNc2ccccn2)cc1	-6	-2	0.8	3	-1	-82	5	-1.4	4	i
24	Cc1nnc(NC(=O)C(c2ccccc2)c2ccccc2)s1	-5	2	0.1	0	0	0	-5	-0.8	2	i
25	COc1ccc(/C=C2\Oc3cc(OCC(=O)N4CCC(C(=O)O)CC4)ccc3C2=O)c(OC)c1OC	4	-20	0.8	0	-3	6	9	-1.0	-2	i
26	CCOC(=O)c1nn(-c2ccc(C)c(C)c2)c(=O)c(C#N)c1C	1	-28	1.7	0	-4	1	-7	3.4	2	i
27	O[C@@H]1C[C@H](c2ccc(Cl)cc2)N(Cc2cccs2)C[C@H]1n1cc(-c2ccc(F)cc2)nn1	·	-3	-2.5	-1	2	6	-2	-0.5	-3	i
28	C#CCOCCOCCOCCNc1nc(N2CCN(C(=O)CCCCCCCCCCNC(=O)Cn3cc(CCCCCN)nn3)CC2)nc(N2CCN(C(=O)CCCCCCCCCCNC(=O)Cn3cc(C[C@@H](C)O)nn3)CC2)n1	23	-29	-0.4	0	-51	2	17	6.4	10	i
29	COc1ccc(-c2cc(C(F)(F)F)nc(N)n2)cc1	-5	2	0.6	12	2	-2	-4	0.2	2	i
30	CCn1c(C(=O)NCCCc2ccccc2)cc2sccc21	-9	-5	0.0	2	-5	-9	-6	3.8	4	i

Sorted by SMILES length (ascending): part of the list above
no.	molecule	Scp-1 inhibitor	SUMO1-SIM PPI	TbMetRS inhib	STEP inh	DNMT1 inh	PABP1 MLLE inh	NadD block	LMPTP block	CSN inh	Rpn11 block
11	COc1ccc(CCNC(=O)C(=O)NCC2OCCN2C(=O)c2ccc(Cl)cc2)cc1 (stereo not given)	-2	-1	-0.3	-3	-2	11	-2	-0.4	0	i
25	COc1ccc(/C=C2\Oc3cc(OCC(=O)N4CCC(C(=O)O)CC4)ccc3C2=O)c(OC)c1OC	4	-20	0.8	0	-3	6	9	-1.0	-2	i
13	CCCCNC(=O)C(C)N(CCN(C)C)C(=O)CCCN1C(=O)NC(c2ccc([N+](=O)[O-])cc2)C(C(=O)OCc2ccccc2)=C1C (stereo not given)	1	-26	1.1	-1	-6	14	0	-1.7	-2	i

Further structures.
no.	molecule	Scp-1 inhibitor	SUMO1-SIM PPI	TbMetRS inhib	STEP inh	DNMT1 inh	PABP1 MLLE inh	NadD block	LMPTP block	CSN inh	Rpn11 block
31	COc1ccc(CNC(=O)Cn2ccc(NC(=O)OCc3ccccc3)nc2=O)cc1	10	3	-0.4	0	2	1	1	-0.9	4	i
32	Cc1cccc(NC(=S)NC(=O)c2ccc(-c3ccccc3)cc2)n1	7	-11	0.4	4	-1	16	8	3.9	-1	i
33	Cc1c(Cl)cccc1NC(=O)CNC(=O)c1ccccc1F	-3	-2	-0.5	-4	6	5	-4	-0.1	-2	i
34	COc1ccc(NC(=O)CSc2nccn2C)cc1S(N)(=O)=O	-9	-4	-1.2	-2	2	1	-5	-0.4	-2	i
35	O=C(NC12CC3CC(CC(C3)C1)C2)c1cc(F)c(F)c(F)c1F	-2	1	-1.1	-3	0	4	-4	0.7	0	i
36	Cn1c(C2=C(O)CN(Cc3ccccc3)C2=N)[n+](C)c2ccccc21	10	1	-0.2	0	1	2	0	-0.6	-1	i
37	COc1cc(F)c(C2=CC(=O)CC(C)(C)C2)cc1F	-8	-5	-0.1	-3	3	-9	-4	-0.3	1	i
38	CCC(=NCc1ccccc1)C1=C(O)C(C(=O)OC)C(C)(C)CC1=O (stereo not given)	-14	30	-1.0	-2	19	2	4	0.4	-1	i
39	COc1ccc(C2C(C#N)=C(N)Oc3n[nH]c(C)c32)cc1Cn1nnc2ccccc21 (stereo not given)	-7	-3	-0.9	3	-7	-3	-2	-0.8	2	i
40	N/C(=N\OC(=O)c1cccc(Cn2cc(C(F)(F)F)ccc2=O)c1)c1ccccc1	-7	3	-0.1	-1	-1	6	-7	2.6	2	i
41	O=C(Nc1cccc(S(=O)(=O)N2CCCCCC2)c1)C1=COCCO1	-2	6	0.2	0	1	-11	-1	-0.7	-5	i
42	COCCN(Cc1ccc(C)cc1)C(=O)[C@H]1O[C@@H](n2ccc(N)nc2=O)[C@H](O)[C@@H]1O	·	5	0.0	-2	4	4	-5	-0.9	1	i
43	CC(=O)Nc1ccc(C(=O)Nc2cccc(S(=O)(=O)N(C)c3ccccc3)c2)cc1	0	4	-0.3	-5	-8	5	-8	-0.4	-6	i

2 entries from above, with values ahead of the structure.
# | Scp-1 inhibitor | SUMO1-SIM PPI | TbMetRS inhib | STEP inh | DNMT1 inh | PABP1 MLLE inh | NadD block | LMPTP block | CSN inh | Rpn11 block | SMILES
36 | 10 | 1 | -0.2 | 0 | 1 | 2 | 0 | -0.6 | -1 | i | Cn1c(C2=C(O)CN(Cc3ccccc3)C2=N)[n+](C)c2ccccc21
39 | -7 | -3 | -0.9 | 3 | -7 | -3 | -2 | -0.8 | 2 | i | COc1ccc(C2C(C#N)=C(N)Oc3n[nH]c(C)c32)cc1Cn1nnc2ccccc21 (stereo not given)

Source: PubChem BioAssay (several laboratories)
